BAP1 block: inhibitors of BAP1 deubiquitinase, primary screen, biochemical, Ub-AMC fluorescence, kinetic; Ubiquitin carboxyl-terminal hydrolase BAP1 (Homo sapiens), Q92560; recombinant BAP1, Ub-AMC hydrolysis fluorescence kinetic; hits give low values; activity remaining (% of control), % at 20 µM; 0.48% of 72,000 active; AID 436, 2006;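 active means activity remaining at or below 50% of control, provided the compound also passes the data quality filters; inactive means the rest, including low values that fail the filters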;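 further: 100% = DMSO wells rate and 0% = substrate alone blank rate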
Target sequence (Q92560 whole entry, looked up): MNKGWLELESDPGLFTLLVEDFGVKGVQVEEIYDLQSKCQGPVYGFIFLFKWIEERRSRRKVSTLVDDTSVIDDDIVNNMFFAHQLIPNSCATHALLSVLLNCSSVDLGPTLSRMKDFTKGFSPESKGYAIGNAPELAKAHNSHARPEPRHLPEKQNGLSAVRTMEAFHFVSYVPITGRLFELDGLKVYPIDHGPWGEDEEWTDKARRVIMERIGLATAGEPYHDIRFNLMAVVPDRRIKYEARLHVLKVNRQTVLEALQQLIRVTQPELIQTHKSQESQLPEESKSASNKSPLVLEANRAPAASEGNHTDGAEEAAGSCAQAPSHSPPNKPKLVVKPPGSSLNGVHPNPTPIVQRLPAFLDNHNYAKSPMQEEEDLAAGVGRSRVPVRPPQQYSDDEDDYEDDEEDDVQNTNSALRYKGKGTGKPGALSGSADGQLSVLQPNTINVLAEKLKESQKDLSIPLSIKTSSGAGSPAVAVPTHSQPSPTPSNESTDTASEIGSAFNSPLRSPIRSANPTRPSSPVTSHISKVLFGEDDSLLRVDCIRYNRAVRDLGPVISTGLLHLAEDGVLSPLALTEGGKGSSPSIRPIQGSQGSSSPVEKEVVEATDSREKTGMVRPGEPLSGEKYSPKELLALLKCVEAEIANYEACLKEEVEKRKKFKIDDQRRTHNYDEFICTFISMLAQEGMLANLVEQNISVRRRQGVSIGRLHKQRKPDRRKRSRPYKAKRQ
HePTP inh: inhibitors of human HePTP phosphatase, primary screen, biochemical, absorbance, leukemia target; Tyrosine-protein phosphatase non-receptor type 7 (Homo sapiens), P35236; 0.64% of 110,000 active; inhibition, % at 20 µM; recombinant HePTP phosphatase activity, OD absorbance; in the data active means inhibition above about 50%;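 further: plate controls were vehicle for no effect and reference inhibitor for full effect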
Target sequence (P35236 whole entry, looked up): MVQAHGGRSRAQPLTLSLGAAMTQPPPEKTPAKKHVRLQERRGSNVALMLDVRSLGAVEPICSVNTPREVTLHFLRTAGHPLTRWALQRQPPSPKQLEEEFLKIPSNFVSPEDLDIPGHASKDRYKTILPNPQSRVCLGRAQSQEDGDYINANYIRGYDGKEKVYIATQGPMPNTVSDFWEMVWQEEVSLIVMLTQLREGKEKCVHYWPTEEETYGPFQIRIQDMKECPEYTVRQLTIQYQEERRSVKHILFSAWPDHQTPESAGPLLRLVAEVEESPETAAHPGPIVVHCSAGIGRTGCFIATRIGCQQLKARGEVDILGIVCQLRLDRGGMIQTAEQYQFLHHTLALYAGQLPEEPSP
The depositor's hits bear a star; i = inactive; nt = not tested or not shown.

Sequence of screens: BAP1 block | HePTP inh
CC(NS(=O)(=O)c1ccccc1)C1COc2ccccc2O1 (centres undefined)
 : nt | 3.3
Cc1ccc(C(C(=O)NC2CCCC2)N(Cc2ccco2)C(=O)CCC(=O)Nc2ccccn2)cc1 (centres undefined)
 : 98.1 | 11.4
O=C(Nc1ccc2nn(-c3ccc(F)cc3)nc2c1)c1ccccc1[N+](=O)[O-]
 : nt | 11.5
CC(C)(C)c1ccc(OCC(=O)N/N=C/c2ccc(O)c([N+](=O)[O-])c2)cc1
 : nt | -14.9
CC(C)(C)SCCN=C1NS(=O)(=O)c2cc([N+](=O)[O-])ccc21
 : nt | 11.3
COc1ccc(C2=NN(C(=O)CCC(=O)O)C(c3cccs3)C2)cc1 (centres undefined)
 : nt | -1.9
COc1ccc(C(=O)N(Cc2ccccc2)c2ccccn2)c(OC)c1
 : nt | 2.3
COc1ccc2ccccc2c1C1CC(=O)N2CN(C3CCCCC3)CSC2=C1C#N (centres undefined)
 : 66.8 | 5.4
CCSc1nc2sc3c(c2c2nnnn12)CCN(C)C3
 : nt | 6.2
O=C(OCc1nnc(-c2ccccc2)o1)c1ccco1
 : 110.2 | 2.5
Cn1c(C(C#N)C(=O)c2sc3ccccc3c2Cl)nc2ccccc21 (centres undefined)
 : 60.2 | 5.2
COc1ccc(C(=O)NNS(=O)(=O)c2ccccc2)cc1
 : nt | -0.9
O=C(NCc1ccco1)c1cccc(F)c1
 : 79.3 | 19.8
CC1Cc2ccccc2N1S(=O)(=O)c1cccc(C(=O)NCCCO)c1 (centres undefined)
 : 89.7 | -7.0
CC1=CC=CC2=NC(=O)CC(C)(C(=O)N(CC(=O)NC(C)C)C3CCCC3)N12 (centres undefined)
 : i | -7.4
O=C(CC(CC(=O)c1nc2ccccc2s1)c1ccccn1)c1nc2ccccc2s1
 : nt | 3.4
O=S(=O)(c1ccc(NC(=S)Nc2ccccc2)cc1)N1CCCCCC1
 : nt | -13.5
COc1ccccc1CNC(=O)C1CCN(c2nc3ccccc3o2)CC1
 : 97.4 | -5.1
CCCn1c(SCC(=O)Nc2nnc(-c3ccccc3)s2)nnc1-c1ccccn1
 : 64.9 | -5.6
COC(=O)C(CC(C)C)NC(=O)CSc1nnc(C)c(=O)[nH]1 (centres undefined)
 : nt | 5.2
CCc1c(C)sc(NC(=O)C2CC3CCC2C3)c1C(=O)OC (centres undefined)
 : 62.7 | nt
CCc1ccccc1NC(=O)c1cnccn1
 : 61.6 | 5.7
CC(C)OC(=O)/C=C(\N)c1ccccc1
 : nt | 6.5
O=C(NCCOCc1ccccc1)c1ccccc1Br
 : nt | 4.5
CCOC(=O)c1c(C)n(C)c2ccc(OCC(O)Cn3nc(C)c(Br)c3C)cc12 (centres undefined)
 : 97.9 | nt
Cc1cc(=O)[nH]c(N/N=C/c2cccnc2)n1
 : nt | -7.2
CCN1C(=O)/C(=C2/Oc3ccc4ccccc4c3N2C)OC1=S
 : nt | -3.7
COc1ccc(C2Sc3nncn3N2Cc2ccc(C#N)cc2)cc1 (centres undefined)
 : 91.8 | 6.2
Cc1ccccc1OCC(=O)Nc1cccc(-c2nc3ncccc3o2)c1
 : nt | 4.3
CC(C)(C)NCC(=O)NCCNc1ccc([N+](=O)[O-])cc1Cl
 : nt | 1.0
CN(C)c1ccc(P(=O)(OC2CCCCC2)C(O)c2cccnc2)cc1 (centres undefined)
 : 84.8 | 8.4
O=C(NC1CCN(C(=O)NC2CCCCC2)CC1)c1ccco1
 : 104.0 | 3.5
Clc1ccccc1-c1nc(N2CCCC2)c2ccccc2n1
 : nt | 7.8
Cc1nnc2ccc(Oc3ccc(-c4ccccc4)cc3)nn12
 : 96.0 | -4.9
N#Cc1cccc(NC(=O)COc2ccc(-n3ccnc3)cc2)c1
 : nt | 5.6
COc1ccc(C2C3C(=O)N(c4ccccc4)C(=O)C3N3CCCN23)cc1 (centres undefined)
 : nt | -2.9
CC(=O)N1CCN(C(=O)CNc2cc(C(F)(F)F)ccc2OCC(F)(F)F)CC1
 : 115.9 | -0.1
Clc1ccc(OCCCN2CCCC2)cc1
 : nt | 7.5
O=C(O)C1CCCCC1C(=O)NCCc1ccccc1 (centres undefined)
 : 101.6 | 7.8
CCOc1cc(C(=O)OCC(=O)c2c(C)[nH]c3ccccc23)ccc1OCC(=O)N1CCOCC1
 : 148.2 | -3.6
O=C(Nc1nc2ccc(Cl)cc2s1)c1ccccc1Br
 : 69.6 | nt
CC(C)(C)OC(=O)NC(Cc1c[nH]c2ccccc12)C(=O)NCc1ccccc1 (centres undefined)
 : nt | 0.6
O=C(CSc1nc2sc3c(c2c(=O)[nH]1)CCc1ccccc1-3)c1ccc(Cl)cc1
 : nt | 4.4
CN=Cc1cc(-c2ccccc2)sc1O
 : 96.3 | -6.4
COc1cc(-n2c3nc4ccccc4nc3c3c(=O)n(Cc4ccco4)cnc32)cc(OC)c1OC
 : 177.4 | 6.0
CC(=O)c1c(C)nc(-c2ccccc2)nc1NC(=O)Cc1ccccc1
 : nt | 0.5
CCc1ccc(NC(CC(=O)c2ccc(OC)cc2)c2ccc(OC)cc2)cc1 (centres undefined)
 : nt | -17.3
Cc1onc(-c2ccccc2)c1C(=O)Nc1ccnn1C1CCCCC1
 : 101.4 | 0.0
CCc1nc(N2CCOCC2)c(C#N)c2c1CCCC2
 : 217.2 | 7.1
O=C(O)c1cccc(NC(=O)c2cc3cc([N+](=O)[O-])ccc3oc2=O)c1
 : nt | 2.4
O=C(O)C1CSC(c2ccncc2)N1 (centres undefined)
 : 97.1 | 9.7
CCCCN(CCCC)C(=O)CSc1nnc2n(C)c(=O)c3c4c(sc3n12)CCCC4
 : 146.8 | 4.0
N=c1n(CCN2CCCCC2)c2ccccc2n1CC(O)c1cccc(Br)c1 (centres undefined)
 : 114.3 | -10.4
CCCCOc1ccc(NC(=O)CSc2nnc(N)s2)cc1
 : nt | 7.6
Cc1nn(C)c(C)c1S(=O)(=O)N(CC(=O)NCc1ccco1)c1ccc(C(C)C)cc1
 : 87.2 | -9.8
COc1cc(CN2CCN(Cc3ccncc3)CC2)cc(OC)c1OC
 : nt | 1.9
Cc1ccc(Cl)c(OCCCCN2CCC(C)CC2)c1
 : nt | 7.2
CCCCCOc1ccccc1C(=O)NCC(=O)O
 : 132.0 | 4.2
CC(=O)NC(CCS(C)(=O)=O)C(=O)Nc1ccc(Oc2ccccc2)cc1 (centres undefined)
 : 96.2 | -2.6
COc1ccc(OCCN(C)Cc2ccccc2)cc1
 : 121.8 | 6.7

Next entries:
Sequence of screens: BAP1 block | HePTP inh
COc1ccc(-c2cc(C(=O)Nc3ccc(Br)cc3)c3ccccc3n2)c(OC)c1
 : nt | -8.5
CC(C)CNC(=O)c1cccc(Cn2cc(Cl)cn2)c1
 : 103.7 | 8.8
COc1ccc(C2CC(=O)C3=C(C2)Nc2ccccc2NC3c2cc(F)ccc2F)cc1OC (centres undefined)
 : nt | -12.9
O=C(O)CCN1C(=O)c2ccncc2C1=O
 : 93.6 | -5.2
CN1c2ccccc2C(C)(C)C12C=Cc1cc(O)ccc1O2 (centres undefined)
 : 77.1 | 6.7
CC(=O)NS(=O)(=O)c1ccc(NC(=O)CCc2ccccc2)cc1
 : nt | -32.6
COc1ccc(NC(=O)C2C(=O)N(CCO)C3(C)CC2c2ccccc2O3)cc1 (centres undefined)
 : 109.7 | 5.2
O=C(NCC1CCCO1)C1CCN(S(=O)(=O)c2cccnc2)CC1 (centres undefined)
 : 105.5 | -4.7
Cc1ccc2oc(C(=O)Nc3cccnc3)c(C)c2c1
 : nt | 1.2
CCc1ccccc1N1CC23C=CC(O2)C(C(=O)O)C3C1=O (centres undefined)
 : 98.8 | 15.2
COC(=O)c1ccc(/C=C/C(=O)c2ccc(F)cc2)cc1
 : nt | -4.5
CCO/N=C1/CC(c2ccccc2)Cc2onc(C)c21 (centres undefined)
 : nt | 9.3
c1ccc(-c2nc3ccccc3c3nncn23)cc1
 : 96.1 | 5.2
O=C(NCCc1ccccc1)C1COc2ccccc2O1 (centres undefined)
 : nt | -16.6
CCN1CCN(c2nc3sc4c(c3c3ncnn23)CC(C)CC4)CC1 (centres undefined)
 : 87.7 | 2.3
C[C@](N)(Cc1ccc(O)c(O)c1)C(=O)O
 : 95.7 | nt
COCC(=O)OCn1nnc2ccccc2c1=O
 : 106.4 | -13.8
O=C1S/C(=C\c2ccc(-c3ccccc3[N+](=O)[O-])o2)C(=O)N1c1ccccc1
 : nt | -0.1
Cc1nc2ccccc2n1/N=C/c1ccccc1
 : nt | 2.8
O=C(Nc1ccccc1Cl)c1ccc(CN2CCOCC2)cc1
 : nt | 5.4
CC1=C(C(=O)Nc2ccc(Cl)cc2)C(c2ccc(N(C)C)cc2)NC(=S)N1 (centres undefined)
 : nt | -5.6
Cc1cc(C(=O)OCC(=O)NC(=O)NC(C)(C)C)c(C)o1
 : 91.6 | 10.1
CCOc1cc(/C=C2/SC(=O)NC2=O)ccc1OCc1ccc(Cl)cc1
 : nt | -8.7
CCOc1ccc2nc(SCC(=O)NCc3ccco3)sc2c1
 : 106.6 | 2.6
CCOc1cccc(C2C(C#N)=C(N)Oc3cc(C)n(Cc4ccccn4)c(=O)c32)c1OCC (centres undefined)
 : 115.8 | 6.4
CCCCSc1nc2sc3c(c2c(=O)n1Cc1ccccc1)CCCC3
 : nt | -12.5
COc1ccc(OCC(=O)OCCN2C(=O)c3ccccc3C2=O)cc1
 : 80.9 | 3.5
CC1CN(C(=O)c2cnn(-c3ccccc3)c2NC(=O)c2cccc(F)c2)CC(C)O1 (centres undefined)
 : nt | 6.0
CCOc1ccc(N2C(=O)NC(=O)/C(=C\c3ccc(Br)o3)C2=O)cc1
 : nt | 93.2*
Cn1c(-c2cccc(Cl)c2)n[nH]c1=S
 : nt | 2.5
CCC(C)(C)n1nnnc1C(CC(C)C)N1CCC(C(N)=O)CC1 (centres undefined)
 : 98.0 | 10.8
O=C(/C=C/c1ccc2c(c1)OCO2)Nc1ccc(N2CCCCC2)cc1
 : nt | 7.7
N#Cc1cn(CC(=O)NCc2cccnc2)c2ccccc12
 : 78.7 | 5.4
Cn1nc(C(C)(C)C)cc1C(=O)NCc1ccc(N2CCCC2=O)cc1
 : 86.0 | 9.6
CC1Cc2ccccc2N1C(=O)C1CCCN1S(=O)(=O)c1ccc(Cl)cc1 (centres undefined)
 : 131.0 | 5.8
Cc1ccc2nc(-c3ccc(C)c(NC(=O)c4cccc(Cl)c4)c3)oc2c1
 : 87.2 | nt
CC1CC(=O)C2=C(C1)OC(N)=C(C#N)C2c1coc2ccccc2c1=O (centres undefined)
 : 92.6 | 3.9
CSCCC(NS(=O)(=O)/C=C/c1ccccc1)C(=O)N1CCC(C)CC1 (centres undefined)
 : 81.2 | 1.5
O=C(CSc1nc2c(c(=O)n1-c1ccccc1)SCC2)N1CCN(c2ccccc2)CC1
 : 75.5 | 8.0
CCOC(=O)N1CCN(C(=O)c2n[nH]c(=O)c3ccccc23)CC1
 : 102.0 | -1.3
CC(=O)NC1CC(C)(C)N(OC(C)=O)C(C)(C)C1
 : 78.6 | -2.7
CCOc1cc(/C=C2/SC(=S)N(C)C2=O)ccc1OCc1ccccc1Cl
 : nt | -16.3
CCOC(=O)c1[nH]cnc1C(=O)Nc1cccc(N)n1
 : 109.9 | 2.2
Cc1ccc(NC(=O)Cn2nnc(C(=O)NCc3ccccc3)c2N)cc1C
 : 60.5 | -2.2
O=C(Nc1ccc(NC(=O)c2cccc(Br)c2)cc1)c1ccccc1
 : nt | -7.8
COCCNc1nnc(SCC(=O)c2ccc3c(c2)OCO3)s1
 : nt | 1.8
O=C(c1ccccc1/S(=N/S(=O)(=O)c1ccccc1)N1CCOCC1)N1CCOCC1 (centres undefined)
 : 101.9 | -1.8
Cc1noc(NS(=O)(=O)c2ccc(NC(=O)c3cccc(Br)c3)cc2)c1C
 : 122.5 | nt
Cc1cc(C(=O)Cn2nnc3ccccc3c2=O)c(C)n1-c1c(C)n(C)n(-c2ccccc2)c1=O
 : 108.6 | 4.8
CCOC(=O)c1c(-c2ccccc2)oc2ccc(OCC(=O)c3ccc(OC)cc3)cc12
 : nt | 6.6
O=C(CN1C(=O)c2ccccc2S1(=O)=O)N1CCN(c2ccccc2)CC1
 : 140.9 | 6.6
CCOc1ccc(-c2nnc(SCC(=O)N3CCN(c4ccccc4)CC3)o2)cc1
 : 79.5 | 11.5
CCC(=O)N1CCc2cc(S(=O)(=O)NC(C(=O)Nc3cccc(C)n3)C(C)C)ccc21 (centres undefined)
 : 123.3 | 2.0
Cc1cccc(N2CCN(C(=O)c3ccccc3)CC2)c1C
 : nt | -3.9
N/C(=N/c1nc2ccccc2o1)NC(=O)Nc1ccccc1
 : nt | 5.2
CC1(C)Cc2[nH]c(=O)c(C#N)cc2CS1
 : 93.0 | 1.6
O=C(c1ccc(F)cc1)N1CCN(C2C3CC4CC(C3)CC2C4)CC1 (centres undefined)
 : nt | 1.9
COc1ccc(NC(=O)CSc2nnc(-c3ccccn3)n2N)c(OC)c1
 : nt | 7.5
COCCCNC(=O)C1CCN(S(=O)(=O)N(CC(C)C)CC(C)C)CC1
 : 83.1 | 10.7
Cc1cccc(C(=O)O)c1NC(=O)c1cccc([N+](=O)[O-])c1
 : nt | -10.3

Following part.
Sequence of screens: BAP1 block | HePTP inh
CCOc1cccc2c1N(C(=O)Cc1ccc(F)cc1)C(C)(C)c1ssc(=S)c1-2
 : nt | 9.1
CC1CCc2sc(NC(=O)COc3ccc(Cl)cc3)c(C(N)=O)c2C1 (centres undefined)
 : 88.0 | nt
CCCC(=O)Nc1ccc(OCC(O)CNC(C)C)c(C(C)=O)c1 (centres undefined)
 : 126.3 | 9.6
COC(=O)C1=C(C)NC(=O)/C1=C\c1ccc(F)cc1
 : nt | -2.9
COC(=O)CNC(=O)c1ccc(=O)oc1
 : 97.9 | 9.1

Compound profiles (already shown). Order of values: BAP1 block, HePTP inh
CCCC(=O)Nc1ccc(OCC(O)CNC(C)C)c(C(C)=O)c1 (centres undefined) is listed as 126.3, 9.6
COC(=O)CNC(=O)c1ccc(=O)oc1 is listed as 97.9, 9.1
